# HttQ103 aggreg: reduces HttQ103-GFP aggregates in PC12 cells | PC12 HttQ103-GFP aggregates, Acumen cytometry, 40 h | Potency, µM (titrated, usually from 46.1 µM), without a hit: top-dose activity change, negative = inhibition, hits mostly inhibitors | 220,000 tested, 1.1% active; note: % is set by controls: 0 for no effect and ±100 for the full control effect; nearly all actives have a fitted effect of over 60% in size
#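 Multiplexed with ATP-based cell death, this channel scores GFP aggregates in PC12 cells expressing inducible HTTex1-Q103-GFP. Induction used 100 nM tebufenozide; compounds were tested in concentration series.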
# RGS12 GoLoco inh: RGS12 GoLoco-Gai1 interaction inhibition | P63096 | 230,000 tested, 0.44% active | AID 880 | Potency, µM (top dose mostly 61.6 µM), inactives show top-dose activity, negative = inhibition, usual class: inhibitors | Gai1:RGS12 GoLoco peptide FP, rhodamine, 10 min; active = well fitted inhibition curve with a large enough effect, not every such curve was filed as active; inactive = no such curve, though single readings can be large or run the other way; note: % is set by controls: 0 for no effect and ±100 for the full control effect; nearly all actives have a fitted effect of over 30% in size; many of its hits are not listed in these tables
# Target sequence (P63096 whole entry, looked up): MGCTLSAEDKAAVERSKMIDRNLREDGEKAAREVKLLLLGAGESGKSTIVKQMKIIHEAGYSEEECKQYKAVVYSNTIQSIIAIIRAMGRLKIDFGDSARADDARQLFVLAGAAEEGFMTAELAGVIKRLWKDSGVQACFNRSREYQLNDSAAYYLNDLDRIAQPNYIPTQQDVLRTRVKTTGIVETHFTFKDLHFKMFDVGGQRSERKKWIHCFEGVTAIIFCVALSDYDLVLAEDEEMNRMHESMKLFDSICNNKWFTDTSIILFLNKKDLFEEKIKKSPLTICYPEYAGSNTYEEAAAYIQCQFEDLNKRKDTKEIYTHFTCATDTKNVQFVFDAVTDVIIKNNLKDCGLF
# GAA inhib: alpha-glucosidase (human) inhibition | Potency, µM (highest dose often 76.9 µM), for inactives: at the highest dose activity change, negative = inhibition, most hits filed as inhibitors | purified human GAA, 4-MU-alpha-glucoside fluorescence | 200,000 tested, 0.005% active;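 note: plate controls were uninhibited enzyme wells for no effect and no-enzyme background for full effect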
#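 Read-out is 4-methylumbelliferone fluorescence (Ex 365/Em 440 nm) after NaOH/glycine stop at pH 10. Enzyme 4 nM, substrate 400 uM, pH 5.0 citrate buffer, 20 min room temperature; AC50 from Hill-equation concentration-response.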
# GAA spleen mod: lysosomal alpha-glucosidase (human) modulation; Potency, µM (series often up to 79.9 µM), inactives show at the highest dose activity change, negative = inhibition, most hits filed as inhibitors; P10253; human spleen homogenate, 4-MU-alpha-glucoside fluorescence; 240,000 tested, 0.006% active;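 note: 0% = enzyme with vehicle and -100% = no enzyme basal signal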
#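 Human spleen homogenate (1 ug) incubated with compounds and 1 mM 4-methylumbelliferyl-alpha-D-glucopyranoside in pH 5.0 citrate/phosphate buffer, 37 C, 40 min. Stopped at pH 10; 4-MU fluorescence (Ex 365/Em 440 nm); AC50 by Hill fit.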
# IMPase Li inh: cell-permeable IMPase inhibitors with lithium potentiation; CHO-M1 cells, IP1 TR-FRET (IP-One), carbachol + lithium; Potency, µM (titrated, usually from 59.4 µM), without a hit: at the top dose activity, negative = IMPase inhibition, most hits filed as inhibitors; 210,000 tested, 0.35% active; AID 1457;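 note: IP1 builds up when IMPase is blocked and the TR-FRET signal falls; plate controls were basal vehicle for no effect and high inhibitor control for full effect; nearly all actives have a fitted effect of over 50% in size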
#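 CHO cells stably expressing M1 receptor (2000/well, cultured 16–30 h) treated 30 min at 37C with compound plus low lithium. Cytosolic IP1 by TR-FRET (665/620 ratio and 620 channel) after 10 min lysis; AC50 by Hill fit.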
# HTT cytoprotect: Huntington cell model cytoprotection by ATP luminescence. 230,000 tested, 0.14% active. PC12 HTT-Q103 induced, cytoprotection, ATP luminescence, 40 h. Potency, µM (highest dose often 56.4 µM), without a hit: cytoprotection (ATP increase), hits mostly activators;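 note: % of control where 0% means no effect; nearly all actives have a fitted effect of over 45% in size; toxic huntingtin expression switched on by the ecdysone agonist tebufenozide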
#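 PC12 cells stably carrying ecdysone-inducible Htt exon 1 (Q103)–GFP were induced with 100 nM tebufenozide (final) alongside library compounds in a dose series. Cytoprotection was scored as retained ATP by ATPlite luminescence.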
# GAA glycogen: alters human alpha-glucosidase cleavage of glycogen; AID 2100; recombinant GAA, glycogen substrate, Amplex Red glucose oxidase fluorescence; P10253; Potency, µM (titrated, usually from 76.4 µM), for the others: at the highest dose activity change, negative = inhibition, hits mostly inhibitors; 300,000 tested, 0.38% active;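 note: 0% = full enzyme reaction and -100% = no-enzyme basal signal; the screen sought inhibitors and activators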
#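 Recombinant human alpha-glucosidase (4 nM final) hydrolysed bovine liver glycogen (30 ug) for 40 min at 37 C in pH 5.0 citrate/phosphate with 0.01% Tween-20. Released glucose detected by glucose oxidase/Amplex Red, Ex 573/Em 610 nm. Compounds up to 77 uM; AC50 from Hill fits.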
# An asterisk follows results filed as active; ? = inconclusive; . = not tested or not shown; [ ] = remark or other dose. Unless noted, calls come from the whole dose curve; as a rule, active = well fitted curve in the direction sought with a large enough effect; inconclusive = small, poorly fitted or top-dose-only effect, or another doubt; inactive = no such curve, though single readings can be large; an effect the other way counts as inactive or inconclusive. Potency is the fitted concentration of half-maximal effect. Only part of the results is shown, so the mix of outcomes need not match the whole.
SMILES,HttQ103 aggreg,RGS12 GoLoco inh,GAA inhib,GAA spleen mod,IMPase Li inh,HTT cytoprotect,GAA glycogen
CC(C)C(C)/C=C/C(C)C1CCC2C3=CC=C4CC(O)CCC4(C)C3CCC21C (centres undefined),.,-2%,.,12%,9%,-9%,.
O=C(COC(=O)CSc1ccc2ccccc2c1Br)NC1CC1,-3%,5%,-13%,6%,10µM*,18%[10 µM],10%
COc1ccc(C(=O)Nc2ccc3oc(Cc4ccc(Cl)cc4)nc3c2)cc1OC,-3%,11%,1%,-7%,17%[38.3 µM],-42%[inhibitor],-18%
COc1cccc(-c2ccc(=O)n(CC(=O)Nc3ccc(S(=O)(=O)NCC(C)C)cc3)n2)c1,3%[9.22 µM],28%,-7%,4%,-7%,-15%[10 µM],-5%
Cc1ccc(S(=O)(=O)Nc2ccnc3ccccc23)cc1,?,4%,2%,-2%,14%[38.3 µM],-15%,7%
O=C(CN1CCN(c2ccccc2)CC1)Nc1ccc2c(c1)CCC2,-9%,-2%,6%,7%,-1%,1%[10 µM],0%
Cn1c(SCC(=O)c2ccc3c(c2)Cc2ccccc2-3)nnc1-c1cccc(N)c1,19%,-42%,4%,15%,-2%,-14%[10 µM],-20%
Nc1nc(SCC(=O)NC2CCCC2)[nH]c(=O)c1NC(=O)c1cccs1,-20%[9.22 µM],-8%,.,-2%,.,-3%[10 µM],-1%
CCN(CC)S(=O)(=O)c1cccc(-c2nnc(SCC(=O)NC)n2N)c1,-3%,-10%,6%,-8%,-3%,-7%,12%
CC1(C)Cc2c(sc(/N=C/N3CCCCCC3)c2C#N)C(C)(C)N1,17%,4%,-6%,-9%,10%,14%[10 µM],-3%
CS(=O)(=O)c1ccc(Sc2nc3ccccc3s2)c([N+](=O)[O-])c1,?,13%,4%,2%,-1%,-19%[10 µM],-5%
O=C(Nc1ccc(-c2nc3cc(Cl)ccc3c(=O)o2)cc1)c1ccco1,9%,10%,5%,-7%,-11%,-4%[10 µM],-2%
C=C1c2c(Cl)ccc(O)c2C(O)=C2C(=O)[C@]3(O)C(O)=C(C(N)=O)C(=O)C(N(C)C)C3C(O)C12 (some centres undefined),.,-8%,.,-3%,-11%,.,.
Cc1cccc(NC(=O)c2cnn(C)c2)c1C,-14%,8%,0%,-4%,1%,29%[10 µM],-2%
O=[N+]([O-])c1ccc2nc(-c3ccc(OC(F)F)cc3)cn2c1,-15%,-1%,?,-4%,-1%,-78%[inhibitor],-5%
O=C(Nc1cccc(O)c1)c1ccc(C(F)(F)F)cc1,4%[9.22 µM],11%,-5%,2%,11%,-13%[10 µM],-7%
CC(=O)N1CCN(c2ccc(NCc3ccc(F)cc3)cc2)CC1,10%,-4%,-4%[15.4 µM],1%,12%[38.3 µM],-25%,?
O=C(COC(=O)/C=C/c1ccc2c(c1)OCO2)Nc1ccc(S(=O)(=O)N2CCCC2)cc1,0%,20%,-12%,-5%,12%,-3%[0.074 µM],-3%
CC(C)=CCl,.,7%,.,0%,-15%,2%,.
COc1cc(NC(=S)N2CCN(C)CC2)c(OC)cc1Cl,-3%,1%,7%,-6%,-1%,3%,11%
O=C(O)C(NS(=O)(=O)c1cccc2nsnc12)c1ccccc1 (centres undefined),12%[9.22 µM],-11%,.,-11%,.,1%[10 µM],6%
CC1Cc2ccccc2N1CC(=O)Nc1cccc(S(N)(=O)=O)c1 (centres undefined),17%,-12%,-5%,.,5%,-7%,-2%
CSc1nsc(SC)c1NC(=O)OCCc1ccccn1,11%,-5%,-5%,-9%,12%[38.3 µM],-6%[0.074 µM],-12%
Cc1nc2cc(-c3ccc(Cl)cc3)nn2c(C)c1CCC(=O)NCc1ccco1,7%,11%,?,2%,-20%[38.3 µM],-9%,6%

# With a hit mark in IMPase Li inh (from the list above):
smiles	RGS12 GoLoco inh	GAA inhib	GAA spleen mod	IMPase Li inh	GAA glycogen
O=C(COC(=O)CSc1ccc2ccccc2c1Br)NC1CC1	5%	-13%	6%	10µM*	10%

# Continued:
SMILES,HttQ103 aggreg,RGS12 GoLoco inh,GAA inhib,GAA spleen mod,IMPase Li inh,HTT cytoprotect,GAA glycogen
CCOC(=O)c1sc(NC(=O)c2ccccc2F)c(C(N)=O)c1C,-18%,14%,15%,0%,-8%,.,7%
COCCCC1CCN(C(=O)CCc2nnc(CCCCc3ccccc3)o2)CC1,11%[9.22 µM],26%,?,0%,18%,11%[10 µM],15%
Cc1cc(C)c(C#N)c(SCC(=O)OC2CCCCC2)n1,-5%,-1%,3%,-8%,45%[activator][38.3 µM],-8%,-2%
COc1ccc(-c2ccnc(SCC(=O)c3ccc(OC)c(OC)c3)n2)cc1,-3%,23%,-4%,-2%,?,19%[10 µM],-4%
CCOc1ccccc1NC(=O)C1C2CCC3C(CCC21)C3(Cl)Cl (centres undefined),3%,12%,?,-10%,13%,-18%,-7%
CCCCN(CCCC)c1nc2ccccc2nc1NS(=O)(=O)c1ccc(NC(C)=O)cc1,?,-7%,?,2%,5%[38.3 µM],-3%,0%
NC(=O)c1ccsc1NC(=O)c1ccco1,3%,19%,-12%,-3%,3%[38.3 µM],-15%,16%
CC(CCc1ccccc1)NC(=O)C(=O)NCc1ccccc1 (centres undefined),7%,1%,7%,-5%,0%,-2%[10 µM],-7%
CN1CCN(C(=O)Cn2c(=O)oc3cc(S(=O)(=O)NCc4ccccc4)ccc32)CC1,13%,2%,-5%,-1%,?,5%,11%
NC(=O)c1ccccc1NC(=O)/C=C/c1ccccc1,1%,-4%,1%,5%,2%,-45%[inhibitor][10 µM],0%
COC(=O)CCC(=O)Nc1sc2c(c1C#N)CCCC2,-7%,.,-1%,-4%,.,15%[10 µM],-4%
COc1cccc(C(=O)Nc2c(C)nn(-c3ccccc3)c2C)c1,1%[9.22 µM],10%,0%,-21%,2%,-33%[inhibitor][1.9 µM],-5%
O=C(Cc1ccc(F)cc1)NCc1cccnc1,-8%[9.22 µM],-3%,?,0%,-2%,14%[10 µM],12%
O=C(c1cnccn1)N1CCC[C@@]2(CCN(c3ncccn3)C2)C1,.,8%,.,-12%,4%,-4%,.
O=C1/C(=C\c2ccco2)SC(=S)N1Cc1ccccc1,11%,106%[activator],-4%,-11%,3%[38.3 µM],10%,4%
CC(=O)Nc1ccc(S(=O)(=O)N2CCCC2C(=O)O)cc1 (centres undefined),24%[9.22 µM],3%,-1%,-2%,1%[38.3 µM],10%,7%
Cc1c(C(=O)O)oc2ccc(S(=O)(=O)N3CC(C)CC(C)C3)cc12 (centres undefined),1%,7%,-3%,1%,12%,23%[10 µM],2%
O=C(NCCc1csc(-c2cccnc2)n1)c1ccccc1Br,-28%[9.22 µM],8%,.,-2%,.,-7%[10 µM],1%
CC(=O)Nc1ccc(NC(=O)C(C)OC(=O)CNC(=O)c2sc3ccccc3c2Cl)cc1 (centres undefined),16%,-25%,-3%,0%,-8%,15%[10 µM],-4%
CC1=NN(c2ccccc2)C(=O)/C1=C\c1sccc1C,-22%[9.22 µM],-4%,.,-1%,.,4%[10 µM],6%
CCCSc1nsc(N)n1,8%,-12%,-1%,5%,26%[38.3 µM],17%,-8%
CCCCc1nnc(NC(=O)CN2C(=O)c3ccccc3C2=O)s1,13%,5%,-1%,0%,-1%,15%,-10%
Cc1cc(C)n2nc(C(=O)Nc3nnc(C4CC4)s3)nc2n1,6%,8%,-3%,-4%,1%[38.3 µM],-13%,3%
CCOC(=O)N1CCN(C(=O)C(=O)NN)CC1,-16%[9.22 µM],6%,?,-10%,8%,-4%[10 µM],-12%
O=C(NCc1n[nH]c(=S)n1-c1ccc(Br)cc1)c1ccc(S(=O)(=O)N2CCCC2)cc1,?,5%,-5%,-1%,3%,.,-14%
Nc1c(-c2nn[nH]n2)cnn1-c1cc(Cl)cc(Cl)c1,-19%[9.22 µM],7%,.,-3%,.,5%[10 µM],12%
Cc1ccc(-c2nc3ccccc3n3c(C)nnc23)cc1,1%,12%,6%,-5%,-8%[38.3 µM],-6%,-1%
CCC(Sc1ccc2nnc(CCNS(=O)(=O)c3ccc(OC)cc3)n2n1)C(=O)OC (centres undefined),-1%,-3%,-1%,-18%,-7%,?,3%
CCOc1cc(-c2noc(N)c2C#N)cc(OCC)c1OCC,23%,13%,0%,-9%,8%[38.3 µM],24%,-5%
COc1ccc(C2C=C(c3ccccc3)Nc3nc(NC(C)=O)nn32)cc1 (centres undefined),-15%,-1%,-12%,-8%,5%[38.3 µM],-38%,16%[76.3 µM]
CCOC(=O)c1ccc(NC(=O)CC2S/C(=N/N=C/c3c[nH]c4ccccc34)NC2=O)cc1 (centres undefined),-5%,1%,-6%,-8%,6%,3%[10 µM],-3%
O=C(CSc1nc2ccccc2n1S(=O)(=O)c1cccc([N+](=O)[O-])c1)NCCc1ccccc1,-3%,2%,2%,-1%,-10%,.,3%
Cc1sc2ncnc(SCC(=O)N3CCC(c4noc5ccc(F)cc45)CC3)c2c1C,-12%,-2%,-11%,-4%,23%[38.3 µM],11%,4%
COc1ccccc1N1CCN(c2cc(=O)n(-c3ccc(Cl)cc3)c(=O)[nH]2)CC1,-19%,-4%,?,13%,15%[38.3 µM],-28%[10 µM],7%
O=C(COC(=O)CCOc1ccccc1)NCCC1=CCCCC1,-15%,9%,-2%,-3%,-5%,-7%,4%
Cc1ccc(Cn2c(CN(C)Cc3ccccc3)nc3c2c(=O)n(C)c(=O)n3C)cc1,5%,11%,-21%,-6%,42%[activator][38.3 µM],-9%,-1%
Cn1c(SCC(=O)NCC2CCCO2)nc2c([nH]c3ccccc32)c1=O (centres undefined),24%,-2%,-2%,0%,20%,-11%[10 µM],-7%
Cc1nc2scc(-c3ccco3)c2c(=O)n1/N=C/N(C)C,-7%,37%[activator],2%,2%,10%[38.3 µM],1%[0.074 µM],-6%
Cc1n[nH]c(C)c1S(=O)(=O)N1CCN(C2CCCCC2)CC1,9%,14%,-2%,1%,41%[activator][38.3 µM],0%,7%
CCCn1c(Sc2nnnn2-c2ccccc2)n[nH]c1=O,26%,5%,0%,2%,-11%[38.3 µM],-6%,4%

# Assay outcomes as filed in PubChem BioAssay.
